Source: PubChem
TAG inh: inhibitors of triacylglycerol accumulation, primary screen, cell-based, uHTS, fluorescence, H9c2; H9c2 cells, Nile Red lipid (TAG) fluorescence; cells loaded with 200 µM oleic acid; inhibition, % at 12.5 µM; 0.66% of 230,000 active; AID 651582, 2012;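 active = pattern-corrected inhibition of lipid staining of at least 50% with the nuclear-stain viability signal not falling by more than 50%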;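 note: 0% = DMSO wells and 100% = triacsin C control wells; some results filed as inactive read as strong as hits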
TAG inh DAPI viability: recorded beside TAG inh, whose call it bears; DAPI nuclei signal change (viability), lower = more cytotoxic, %;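 whole-well DAPI fluorescence read on a plate reader as a viability signal; minus 50 percent equals half of cells still viable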
* marks the source's active call; other numbers are inactive results. The list is partial; count on the stated rates, not on these rows.

The line under a structure holds: TAG inh DAPI viability, TAG inh
O=C(/C=C/c1cccc(F)c1)Nc1ccc(S(=O)(=O)Nc2ncccn2)cc1
    1, 6
COc1ccc(OC)c(CCNC(=O)C2CCN(c3nnc(-n4cccc4)s3)CC2)c1
    -4, -2
Nc1ncnc2nc(Sc3ccc(Cl)cc3)[nH]c12
    0, -10
CSc1ccc(CN2CCN(S(=O)(=O)Cc3ccccc3)CC2)cc1
    6, -6
Cc1occc1C(=O)NCc1cccc(CNC(=O)c2ccoc2C)c1
    13, -11
Cn1c2ccsc2c2ncn(Cc3ccc(F)cc3)c(=O)c21
    -6, -23
Cc1c(CCO)sc[n+]1CC(=O)OCCC12CC3CC(CC(C3)C1)C2
    -3, -19
COc1ccccc1-c1cc(C(F)(F)F)nc(N2CCCC2)n1
    -5, 20
Cc1ccc(S(=O)(=O)N2CCOCC2)cc1C(=O)OCC(=O)Nc1ccc(Cl)cn1
    32, -18
O=C(C1=C(O)C(=O)N(CCN2CCOCC2)C1c1cccc(O)c1)c1cc2ccccc2o1 (stereo unspecified)
    4, -6
CCCCn1c(N)c(N(CCC(C)C)C(=O)c2ccc(COc3ccccc3)o2)c(=O)[nH]c1=O
    -12, 27
Cc1nc2c(OCc3ccc(C#N)cc3)cccn2c1N(C)Cc1cccs1
    -3, -15
CC1CN(S(=O)(=O)c2ccc(C(=O)N(C)C3CCCCC3)cc2)CC(C)O1 (stereo unspecified)
    3, -5
COc1ccc(NC(=O)C2CCCN(S(=O)(=O)c3cccnc3)C2)c(OC)c1 (stereo unspecified)
    -9, 8
O=C(O)c1cc(-c2ccco2)[nH]n1
    4, -3
CCC(=Cc1ccccc1O)c1ccncc1
    10, -5
CCOC(=O)c1sc(NC(=O)CSc2nnc(Cc3ccccc3)o2)c(C#N)c1C
    8, -4
O=C(CCNC(=O)c1ccc([N+](=O)[O-])cc1)NCCC1=CCCCC1
    -6, 1
CCC(=O)N1CCN(c2ccccc2NC(=S)NC(=O)c2cccc([N+](=O)[O-])c2)CC1
    -12, 6
O=C(COC(=O)[C@@H]1CCCN1C(=O)c1cccs1)Nc1cccc(Cl)c1
    -7, 4

(next part)
The line under a structure holds: TAG inh DAPI viability, TAG inh
Nc1c(-c2ccc(F)cc2)cnn1C1CCS(=O)(=O)C1 (stereo unspecified)
    -2, 14
CN(CC(=O)NC1CCCc2ccccc21)S(=O)(=O)c1cccs1 (stereo unspecified)
    -3, 8
CN1CCN(/C=C(\C#N)S(=O)(=O)c2ccc(Cl)cc2)CC1
    -7, 8
O=C(Cn1nc(-c2ccc(Cl)cc2)ccc1=O)NCC1CCCO1 (stereo unspecified)
    -11, 5
Cn1cc(C(=O)NCCO)c(=O)c2ccccc21
    -5, -5
C[C@H](CO)N1C[C@H](C)[C@@H](CN(C)S(C)(=O)=O)Oc2ccc(N(C)C)cc2C1=O
    -6, 5
COc1ccc(OC)c(C2C(C(=O)c3ccco3)=C(O)C(=O)N2Cc2cccnc2)c1 (stereo unspecified)
    1, -3
CCc1ccc(CNC(=O)C2CCC(=O)N(CCc3ccc(Cl)cc3)C2)nc1 (stereo unspecified)
    1, -12
COc1ccc(-n2nc(C(=O)NCC(=O)N3CCN(c4ccccn4)CC3)c3ccccc3c2=O)cc1OC
    -11, 5
CCC(C)NCc1ccc(C(=O)OC)o1 (stereo unspecified)
    -12, 4
CCOC(=O)Nc1ccc2c(c1)C(=NO)c1ccccc1-2
    1, 16
Cc1ccc(OC(=O)c2cccc(C(=O)Oc3ccc(C)cc3)n2)cc1
    -7, 1
COc1ccccc1CNC(=O)c1ccc(NS(=O)(=O)c2c(C)noc2C)cc1
    -1, 4
O=C(C[n+]1ccc(C(=O)NCCCO)cc1)c1cccc(Br)c1
    -7, 0
O=C(NC1=NCCS1)c1ccc(F)c(S(=O)(=O)N2CCOCC2)c1
    3, -4
O=C(NC(=S)Nc1ccc(Cl)cn1)c1cc([N+](=O)[O-])ccc1N1CCOCC1
    -3, 3
O=C(COc1ccc([N+](=O)[O-])cc1)Nc1cccc2nsnc12
    18, -8
CCOC(=O)N1CCN(c2c(NCc3ccccc3Cl)c(=O)c2=O)CC1
    -8, 4
Cc1ccc(NC(=O)NC(=O)COc2ccccc2C(N)=O)c(C)c1
    2, 10
CC(C)CCNC(=O)C1CC(c2cccc([N+](=O)[O-])c2)=NO1 (stereo unspecified)
    -6, 20

One compound at a time, from the list above. Order of values: TAG inh DAPI viability	TAG inh
O=C(C[n+]1ccc(C(=O)NCCCO)cc1)c1cccc(Br)c1 is entered as -7	0
COc1ccc(-n2nc(C(=O)NCC(=O)N3CCN(c4ccccn4)CC3)c3ccccc3c2=O)cc1OC is entered as -11	5

(listing goes on)
The line under a structure holds: TAG inh DAPI viability, TAG inh
CCOC(=O)C1=C(N)Oc2cc(O)ccc2C1c1ccccc1 (stereo unspecified)
    -8, 5
CCc1ccc(NC(=O)CNS(=O)(=O)c2c(C)noc2C)cc1
    -7, -9
C[C@H]1COC(=O)[C@@H](NC(=O)OCC2c3ccccc3-c3ccccc32)C/C=C\C[C@H](CC(=O)NCCO)C(=O)N1
    -2, -8
COC(=O)C1C=CC(OC2OC(COC(C)=O)C(OC(C)=O)C(OC(C)=O)C2OC(C)=O)n2c(=O)n(-c3ccccc3)c(=O)n21 (stereo unspecified)
    -67, 82
NS(=O)(=O)c1ccc(CCNC(=O)c2cc(-c3cc(Cl)ccc3O)n[nH]2)cc1
    -2, 7
COc1cccc(/C=N/n2c(-c3cc(C)[nH]n3)n[nH]c2=S)c1O
    -11, 6
CC(C)Cn1c(SCC(=O)Nc2cccnc2Cl)nnc1-c1ccco1
    4, -2
Cn1c(/C=N/O)nc2ccccc21
    -3, 6
O=C(NCc1cccs1)C1CCCN1C(=O)NC1CCCCC1 (stereo unspecified)
    7, -1
COCc1cc(=O)n2[nH]c(-c3ccccc3)cc2n1
    -2, 2
COc1ccc2c(c1)OC[C@H]1[C@H]2N2C(=O)c3ccc(C)cc3NC(=O)[C@@]2(C)[C@H]1c1ccccc1
    -26, -14
O=c1[nH]cc(C(F)(F)F)cc1NS(=O)(=O)c1ccccc1[N+](=O)[O-]
    0, 13
Cc1ccc(S(=O)(=O)N(C)C[C@@H]2Oc3ccc(NC(=O)Nc4cccc5ccccc45)cc3C(=O)N([C@H](C)CO)C[C@H]2C)cc1
    0, 11
CCOc1cc2[nH]c(=S)n(CCCN(CC)CC)c(=O)c2cc1OCC
    -6, 14
OCCOCCn1c2ccccc2c2ccccc21
    15, -5
Cc1ccccc1N/C(=N/S(=O)(=O)c1cc(F)ccc1F)c1ccccc1
    5, -11
C[C@H]1CC[C@]2(O[C@H](CCO)C[C@@H](O)[C@@H]2O)O1
    5, -16
COc1cc(Cl)c(C)cc1NC(=O)CNC(C)c1ccccc1OC (stereo unspecified)
    10, -17
CCCCCCCCNC(=O)/C(C#N)=C/c1ccc2c(c1)OCCO2
    -4, 6
CCCCCCCCNc1nc(Cl)nc(NCCN2CCOCC2)n1
    16, 11

Reformatted field by field: 3 of the compounds above
O=C(NCc1cccs1)C1CCCN1C(=O)NC1CCCCC1 (stereo unspecified)
- TAG inh DAPI viability: 7
- TAG inh: -1
COc1ccc2c(c1)OC[C@H]1[C@H]2N2C(=O)c3ccc(C)cc3NC(=O)[C@@]2(C)[C@H]1c1ccccc1
- TAG inh DAPI viability: -26
- TAG inh: -14
COC(=O)C1C=CC(OC2OC(COC(C)=O)C(OC(C)=O)C(OC(C)=O)C2OC(C)=O)n2c(=O)n(-c3ccccc3)c(=O)n21 (stereo unspecified)
- TAG inh DAPI viability: -67
- TAG inh: 82

Next section
The line under a structure holds: TAG inh DAPI viability, TAG inh
COc1ccc(C(C)(O)c2nc(-c3ccc(Cl)cc3)cs2)cc1 (stereo unspecified)
    0, 4
COc1ccc(CN(C(=O)c2oc3cc(C)c(C)cc3c2C)C2CCS(=O)(=O)C2)cc1OC (stereo unspecified)
    1, -8
CC1CCCCN1C(=O)COC(=O)c1ccc(N2CCCC2=O)cc1 (stereo unspecified)
    -12, 8
CC(=O)c1ccc(NC(=O)Nc2ccc(NS(=O)(=O)c3ccc(C)cc3)cc2)cc1
    0, -17
CCOC(=O)c1sc(C)c2c1NC(C)(c1cccc3ccccc13)NC2=O (stereo unspecified)
    16, -12
O=C(c1ccc(Oc2ccccc2)cc1)C1CCCN(C(=O)c2cnccn2)C1 (stereo unspecified)
    -1, -3
CC1(C)C(c2ccco2)=[N+]([O-])C2(CCCCC2=O)N1O (stereo unspecified)
    -5, 6
O=C1NC(=O)/C(=C/c2ccc(N3CCOCC3)o2)N1
    9, -3
O=C(CSc1nc2ccccc2c(=O)n1CCC(=O)N1CCN(c2ccccc2)CC1)NCC1CCCO1 (stereo unspecified)
    -7, 18
CCN(CC(=O)Nc1ccc2c(c1)OCCO2)C(=O)CCc1ccc(OC)cc1
    12, -17
Cc1cc(C)c[n+](-c2nc3ccccc3nc2C(=C=[N-])C#N)c1
    4, -4
CCN(C(=O)COC(=O)Cc1cccc2ccccc12)C1CCS(=O)(=O)C1 (stereo unspecified)
    3, 7
Nc1ncnc2nc(SCc3ccc(Cl)cc3Cl)[nH]c12
    -4, 12
CC(=O)c1ccc(NC(=O)CN2CCN(S(=O)(=O)c3ccc4ccccc4c3)CC2)cc1
    -10, -6
CC(C)CC(NS(=O)(=O)c1ccc2c(c1)oc(=O)n2C)C(=O)N1CC=C(c2ccccc2)CC1 (stereo unspecified)
    1, -2
CSCCC(NC(=O)c1ccccc1Cl)C(=O)NNC(=O)c1ccncc1 (stereo unspecified)
    -2, 6
O=C(COC(=O)/C=C/c1cccc(Cl)c1)NCc1cccs1
    -3, 2
COc1ccccc1N1CCN(C(=O)C2CCN(S(=O)(=O)c3ccccc3F)CC2)CC1
    -7, 17
CCOC(=O)Nc1ccc(OC)c([N+](=O)[O-])c1
    -8, -12
c1ccc2sc(-c3ccncc3)nc2c1
    14, 5

3 entries from above, sorted by molar mass, lowest first.
The line under a structure holds: TAG inh DAPI viability, TAG inh
CC1CCCCN1C(=O)COC(=O)c1ccc(N2CCCC2=O)cc1 (stereo unspecified)
    -12, 8
COc1ccc(C(C)(O)c2nc(-c3ccc(Cl)cc3)cs2)cc1 (stereo unspecified)
    0, 4
CCOC(=O)c1sc(C)c2c1NC(C)(c1cccc3ccccc13)NC2=O (stereo unspecified)
    16, -12

(next part)
The line under a structure holds: TAG inh DAPI viability, TAG inh
Cc1cc(Cl)ccc1OC(C)C(=O)N1CCCN(C(=O)C(C)Oc2ccc(Cl)cc2C)CC1 (stereo unspecified)
    4, 19
c1ccc2c(N3CCCC3)nc(-c3ccncc3)nc2c1
    -4, 29
COC(=O)/C=C/c1ccsc1NC(C)=O
    12, -7
COCc1c(C(=O)OCC(=O)Nc2ccc(OC(F)F)cc2)oc2ccccc12
    4, 3
CC(OC(=O)c1cccc(-n2cnnn2)c1)C(=O)Nc1cccc(Cl)c1 (stereo unspecified)
    3, -33
Cc1ccc(N(Cc2cc3ccccc3[nH]c2=O)S(=O)(=O)c2ccccc2)cc1
    -1, 5
CN(C(=O)CN(CCO)CC(=O)N(C)C(C)(C)Cc1ccccc1)C(C)(C)Cc1ccccc1
    1, 22
CSc1nc(N2CCOCC2)c2c3c(sc2n1)CCCC3
    12, -14
O=C(NC(N1CCOCC1)C(Cl)(Cl)Cl)c1ccc(Br)cc1 (stereo unspecified)
    -4, -6
C[C@H](CO)N1C[C@H](C)[C@@H](CN(C)S(=O)(=O)c2ccccc2)OCc2cn(nn2)CCCC1=O
    -5, 3
C=CCN1C(=O)NC(c2ccccc2)(C(F)(F)F)S/C1=C(\C#N)c1nnc(N2CCOCC2)n1-c1ccccc1 (stereo unspecified)
    -5, 6
COCCNCc1ccc(C(C)C)cc1
    9, 6
CC(C)(Oc1ccc(Cl)cc1)C(=O)OCC(=O)NCCc1ccccc1
    -2, 5
COc1cc(/C=C(\C#N)C(=O)NCCc2ccccc2)cc(OC)c1O
    2, -7
O=c1nc2n(c3ccc(Br)cc13)CCS2
    7, -11
CC1(c2ccc3c(c2)OCO3)NC(=O)N(CC(=O)Nc2ccc(N3CCOCC3)cc2)C1=O (stereo unspecified)
    -15, 3
COc1ccc(-c2cccc(C3CC=CC4C3C(=O)N(Cc3ccccc3)C4c3ccc4ccccc4c3)c2)cc1 (stereo unspecified)
    5, 1
CCOc1ccc(S(=O)(=O)N2CCC(C(=O)OCc3cccc(OC)c3OC)CC2)cc1
    -7, -14
COc1ccc(NC(=O)CC2Nc3cccc4cccc(c34)NC2=O)cc1 (stereo unspecified)
    -3, 2
COc1ccc(-c2cccc(NS(=O)(=O)c3ccc([N+](=O)[O-])cc3)c2)nn1
    3, 1

Looked up above:
Reading of Cc1ccc(N(Cc2cc3ccccc3[nH]c2=O)S(=O)(=O)c2ccccc2)cc1 under TAG inh: 5
Reading of C[C@H](CO)N1C[C@H](C)[C@@H](CN(C)S(=O)(=O)c2ccccc2)OCc2cn(nn2)CCCC1=O under TAG inh: 3

(next part)
The line under a structure holds: TAG inh DAPI viability, TAG inh
COc1ccccc1C(=O)Nc1cccc(S(=O)(=O)N2CCCC2)c1
    -9, -7
O=C(CSc1nccn1-c1ccccc1)Nc1ccc2c(c1)OCO2
    5, -15
Cc1ccccc1C(=O)Nc1nc(SCc2ccc(Cl)cc2)n[nH]1
    5, -9
CCOc1ccc(NC(C)=O)cc1[N+](=O)[O-]
    -8, -1
Cc1nn(C)c(C)c1S(=O)(=O)NC1CCCc2ccccc21 (stereo unspecified)
    -4, -26
O=C(COC(=O)C1=COCCO1)NCc1ccc(Cl)cc1
    3, -7
O=C(O)c1cc(NS(=O)(=O)c2ccc(F)cc2)cc(NS(=O)(=O)c2ccc(F)cc2)c1
    5, -11
